# GASC-1 inh: inhibitors of GASC-1 histone demethylase, primary screen, biochemical, fluorescence, DELFIA europium; GST-JMJD2C(1-420) H3K9me3 demethylation; 330,000 tested, 0.069% active; AID 2099, 2009; inhibition, % at 2.35 µM;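 active means more than half of a compound's replicate wells show inhibition beyond 50%, single wells judged on their own value; inconclusive means some, but no more than half, of replicates pass 50% inhibition; inactive means no replicate passes 50% inhibition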;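 further: signal counts dimethyl H3K9 product captured on neutravidin plate; 0% = median of DMSO wells and 100% = 0.3 times that DMSO median; strong numbers were not always called active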
# Target sequence (Q9H3R0 1-420 limits assumed): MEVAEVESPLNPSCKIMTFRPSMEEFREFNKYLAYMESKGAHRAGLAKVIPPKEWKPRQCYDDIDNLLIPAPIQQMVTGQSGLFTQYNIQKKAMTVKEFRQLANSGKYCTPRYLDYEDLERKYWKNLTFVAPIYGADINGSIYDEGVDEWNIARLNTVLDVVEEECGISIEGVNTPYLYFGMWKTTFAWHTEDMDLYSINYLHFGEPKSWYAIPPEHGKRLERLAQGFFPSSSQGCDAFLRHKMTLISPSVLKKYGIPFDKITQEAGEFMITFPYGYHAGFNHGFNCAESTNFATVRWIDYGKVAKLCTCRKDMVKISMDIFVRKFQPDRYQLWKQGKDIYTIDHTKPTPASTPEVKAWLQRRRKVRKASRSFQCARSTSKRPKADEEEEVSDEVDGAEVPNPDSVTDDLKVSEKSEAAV
# procasp7 counter: procaspase-7 activators, primary screen, counter-screen for procaspase-3 activator project, biochemical, absorbance, HTS, human; activation, % at 8.5 µM; recombinant procaspase-7, Ac-DEVD-pNA absorbance 405 nm; D23A/D198A/D206A triple mutant, cannot self-cleave; scale: DMSO 0, 5 µM enzyme 100; 330,000 tested, 0.093% active;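 active means percent activation above the screen-wide mean plus 3 SD, cut at about 25% in these data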
# Target sequence (P55210 whole entry D23A/D198A/D206A): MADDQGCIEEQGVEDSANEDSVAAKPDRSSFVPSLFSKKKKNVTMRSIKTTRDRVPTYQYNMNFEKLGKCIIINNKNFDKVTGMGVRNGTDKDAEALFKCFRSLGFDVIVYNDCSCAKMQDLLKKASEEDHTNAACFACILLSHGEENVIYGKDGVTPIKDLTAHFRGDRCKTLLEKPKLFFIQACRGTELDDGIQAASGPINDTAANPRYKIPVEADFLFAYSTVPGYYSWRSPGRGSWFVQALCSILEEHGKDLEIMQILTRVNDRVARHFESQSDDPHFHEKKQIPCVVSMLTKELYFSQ
#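 Assay system – Uncleavable procaspase-7 mutant enzyme · Quantity – 2 µM procaspase-7 mutant as dispensed · Times – 1 h preincubation, 2 h reaction · Dosing – single nominal 8.5 µM compound dose, 0.8% DMSO final · Buffer or medium – Zinc-free 50 mM HEPES buffer, pH 7.4, with NaCl and Triton X-100 · Detection – Epi-absorbance of released pNA at 405 nm, two timepoints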
# TPT1 inhibitor: Candida albicans TPT1 enzyme inhibitors, primary screen, biochemical, fluorescence polarization; recombinant caTPT1, FP RNA substrate dephosphorylation; 300,000 tested, 0.81% active; tRNA 2'-phosphotransferase TPT1 (Candida albicans SC5314); inhibition, % at 5 µM; AID 1962, 2009;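 active means inhibition above the mean of all tested compounds plus 3 SD, set per screening campaign, cut at about 24% in these data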;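 further: plate controls were DMSO alone for no effect and ferristatin control at 100 nM for full effect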
# CTSL1 counter: Fasciola hepatica cathepsin L1 inhibitors, primary screen, counter-screen for PFM18AAP inhibitor project, biochemical, QFRET, fluorogenic peptide substrate; inhibition, % at 5.96 µM; 300,000 tested, 0.49% active; AID 1906, 2009; recombinant F. hepatica cathepsin L1, Z-Leu-Arg-MCA fluorescence;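 active means inhibition above the mean of all tested compounds plus 3 SD, set per screening campaign, cut at about 17% in these data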;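 further: 0% = plate median of test compound wells and 100% = 1 µM Z-Phe-Ala-diazomethylketone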
# core dimer inh: inhibitors of HCV core protein dimerization, primary screen, biochemical, TR-FRET, high-throughput | TR-FRET GST/Flag-core106 dimerization, 1536-well | inhibition, % at 5 µM | 300,000 tested, 0.33% active | AID 1899, 2009;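 active means inhibition above the mean of all tested compounds plus 3 SD, set per screening campaign, cut at about 45% in these data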
#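 Assay system: tagged HCV core106 pair (GST and Flag); medium: KF-containing HEPES buffer, pH 7.45, DTT, CHAPS, BSA; also added: Eu donor and XL665 acceptor anti-tag antibodies; dosing: 5 µM single dose; timing: compound-protein-antibody incubation 4 h at 22.5 °C; signal: TR-FRET 671 and 617 nm emission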
# Efflux pump mplx: inhibitors of Candida efflux pumps in yeast, primary screen, S. cerevisiae, Nile Red, multiplex. 330,000 tested, 0.44% active. inhibition, % at 10 µM. S. cerevisiae Candida pump triplex. AID 485275, 2010;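 active means plate passing quality check with inhibition over a set limit, or well fluorescence over plate mean plus 4 SD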;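 further: Nile Red retained in pooled yeast measured as flow cytometry median fluorescence; 0% = buffer negative control and 100% = Enniatin B positive control; higher means more Nile Red kept so more efflux inhibition; some compounds called inactive have numbers as strong as hits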
# PP5 primary: PP5 phosphatase inhibitors, primary screen, biochemical, fluorescence. Serine/threonine-protein phosphatase 5 (Homo sapiens), P53041. purified PP5c, OMFP substrate fluorescence. inhibition, % at 6.7 µM. 320,000 tested, 0.18% active;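 active means inhibition above the campaign's mean inhibition across all tested compounds plus 3 SD, cut at about 9.5% in these data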;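 further: 0% = DMSO only and 100% = 100 µM cantharidin control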
# proCasp3 act: activators of human procaspase-3 D3A mutant, primary screen, biochemical, absorbance, PC-3 D3A mutant, single concentration; AID 463141, 2010; Caspase-3 (Homo sapiens), P42574; 330,000 tested, 0.11% active; recombinant procaspase-3 D3A, Ac-DEVD-pNA absorbance 405 nm; activation, % at 8.5 µM;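 active means activation above the mean of all tested compounds plus 3 SD, cut at about 21% in these data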;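 further: 0% = DMSO alone and 100% = DMSO wells spiked with extra 5 µM PC-3 D3A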
# Target sequence (P42574 whole entry D9A/D28A/D175A): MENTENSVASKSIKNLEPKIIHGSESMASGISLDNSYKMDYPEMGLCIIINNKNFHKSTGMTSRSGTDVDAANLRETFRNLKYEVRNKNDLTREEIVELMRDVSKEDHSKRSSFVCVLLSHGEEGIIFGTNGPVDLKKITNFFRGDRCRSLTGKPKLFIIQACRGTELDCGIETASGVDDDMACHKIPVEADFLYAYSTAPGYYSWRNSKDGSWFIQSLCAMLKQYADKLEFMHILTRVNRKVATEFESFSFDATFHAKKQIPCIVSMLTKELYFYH
#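 assay system = Procaspase-3 D3A mutant | signal = absorbance at 405 nm, 0 and 120 min | times = 1 h preincubation plus 2 h reaction at 25 °C | repeats = single replicate | read-out = % activation between DMSO and enzyme-spiked controls | medium = Zinc-free HEPES saline buffer with Triton X-100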
# PP1 counter: PP1-alpha phosphatase inhibitors, primary screen, counter-screen for PP5 inhibitor project, biochemical, fluorescence, OMFP substrate, single point | purified PP1alpha | inhibition, % at 6.7 µM | 320,000 tested, 0.9% active;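 active means inhibition above the mean inhibition of all tested compounds plus 3 SD, computed separately for each screening campaign, cut at about 15% in these data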
# * hit, by the source's call; u = inconclusive; x = no result given; & = joins results of further samples.
Structure	TPT1 inhibitor	Efflux pump mplx	core dimer inh	CTSL1 counter	GASC-1 inh	procasp7 counter	PP1 counter	proCasp3 act	PP5 primary
COCCOC(=O)c1cc(C(=O)c2cc(F)ccc2O)coc1=N	10	0.1	10	2	-13	-10	-3	-3	0.0
COc1ccc(CNC(=O)C2CCN(S(=O)(=O)c3c(C)noc3/C=C/N(C)C)CC2)cc1	23	0.0	-2	3	1	-11	0	5	-4.3
C=CCn1nc(-c2ccccc2)cc1C(=O)OCC	-3	-0.1	7	-3	1	-3	-2	4	1.3
CCOc1ccccc1C(=O)Nc1cccc(-c2ccc(N3CCOCC3)nn2)c1	-1	0.0	8	5	9	4	-3	-2	0.4
CC1(C)C2CC[C@]3(C)C(CC=C4[C@@H]5C[C@@](C)(CO)[C@@H](O)C[C@]56C[C@@H](OC6=O)[C@]43C)[C@@]2(C)CC[C@@H]1O (stereo partly specified)	-4	-0.3	4	-1	8	-10	-5	4	1.8
COc1ccccc1P(=O)(Cc1ccccc1[N+](=O)[O-])c1ccccc1 (stereo unspecified)	-2	-0.1	1	0	-2	6	1	-5	-3.4
COC(=O)c1ccccc1N=Nc1c(C)n[nH]c1C	1	0.3	-3	3	6	-5	-4	4	1.8
O=C(O)COc1ccc(/C=N/NC(=O)C2CCCN2S(=O)(=O)c2ccc(Cl)cc2)cc1 (stereo unspecified)	-5	-0.1	-4	1	0	-7	-1	-3	1.8
CCOc1ccc(/C=N/Nc2ccc(Cl)nn2)c(O)c1	1	0.1	14	0	2	2	4	7	2.4
COc1cc(/C=C2/C(=N)N3C=CSC3=NC2=O)ccc1OCCCOc1c(C)cccc1C	5	0.5	10	-1	97	1	-2	0	3.6
N#Cc1nc(-c2cccc3ccccc23)oc1N1CCCCC1	2	0.6	2	-3	-38	17	3	9	3.0
O=C(CSc1cccc2cccnc12)N/N=C/c1ccc(O)cc1	-2	0.0	2	-8	2	12	-2	4	1.2
O=C(c1cc(-c2ccccc2)n[nH]1)N1CCN(S(=O)(=O)c2ccccc2)CC1	0	0.0	-7	-2	-4	1	-6	6	2.2
CCOC(=O)C1=C(C)NC(=O)N(C(C)=O)C1c1ccc(Cl)cc1 (stereo unspecified)	-2	-0.1	-3	-4	-29	2	-1	-6	6.5
Cc1ccccc1N1CCN(C(=S)c2ccc(-c3cccc([N+](=O)[O-])c3)o2)CC1	1	0.0	32	-2	0	9	11	-5	-4.4
CC1CN(C(=O)c2cc3cc(Cl)cc(Cl)c3oc2=O)CC(C)O1 (stereo unspecified)	7	0.1	-3	-4	44	3	0	8	2.6
CSc1nn2c(C(F)(F)F)cc(C(F)(F)F)nc2c1C(N)=O	-4	-0.2	-1	-3	12	3	0	-8	1.7
Cc1cc(Cl)ccc1OC(C)C(=O)Nc1ccc(C(=O)Nc2ccccc2C(=O)O)cc1 (stereo unspecified)	-1	0.4	12	-1	9	-8	12	-2	9.6
CCCN1CCN(c2ccc(S(N)(=O)=O)cc2[N+](=O)[O-])CC1	-1	-0.1	0	4	3	-2	-2	2	1.4
Cc1c(N=C2SCC(=O)N2/N=C/c2ccccc2Cl)c(=O)n(-c2ccccc2)n1C	-1	0.2	12	1	-7	-6	-2	0	4.3

# (next part)
Structure	TPT1 inhibitor	Efflux pump mplx	core dimer inh	CTSL1 counter	GASC-1 inh	procasp7 counter	PP1 counter	proCasp3 act	PP5 primary
COc1cccc(NC(=O)COc2ccc(N3CC(C(=O)NCC(C)C)CC3=O)cc2)c1 (stereo unspecified)	13	0.0	-4	5	7&7	4	-3	7	0.0
O=C(CSc1ccccc1)Nc1cccc(S(=O)(=O)N2CCOCC2)c1	x	-0.1	x	x	-1	-3	-1	-2	2.0
Cc1c(Cc2ccccc2)sc(/N=C/c2c(O)ccc3ccccc23)c1C(N)=O	94*	-0.1	33	4	-7	10	4	32*	0.8
Cc1cc(SCC(=O)c2cc(C)n(C)c2C)nc2ccccc12	-2	-5.0	-1	1	-9	-1	1	-4	-3.6
CCCC(C)NC(=O)CSc1nc(-c2ccccc2)cn1N (stereo unspecified)	2	0.0	-2	1	u	3	-1	0	-0.3
Cc1oc(-c2ccccc2F)nc1CS(=O)CC(=O)NCc1ccc(F)cc1 (stereo unspecified)	-1	0.1	-4	-1	18	3	1	4	3.2
Cc1ccc(OCC(=O)N2CCN(S(=O)(=O)c3ccc4c(c3)OCCO4)CC2)c(C)c1	x	0.1	x	x	x	-5	0	2	2.6
CN(C)S(=O)(=O)N1CCN(S(=O)(=O)c2ccccc2)CC1	-1	0.0	0	0	25	3	1	1	-0.4
Cc1ccccc1-n1c(O)c(/C=C/C=Nc2ccccc2)c(=O)[nH]c1=O	154*	0.0	-7	4	4	-16	-3	-5	-0.9
CC(=O)N1CCN(CC(=O)c2ccc(Br)cc2)CC1	0	0.0	-5	3	9	-4	-2	-7	-0.7
CC(=O)N1CCc2cc(N=NC3=C(O)CC(C)(C)CC3=O)ccc21	27*	0.0	-4	-1	-3	-8	4	-2	1.4
Cc1ccc2cc3c(NC(=O)c4ccco4)nn(CC(C)C)c3nc2c1	3	0.1	0	-4	2	9	3	-5	3.2
CCCC(=O)Nc1nc2ccc(NC(=O)c3cccnc3)cc2s1	-2	-0.1	2	-4	3	-1	0	-5	4.3
CC(CCc1ccccc1)NS(=O)(=O)c1ccccc1 (stereo unspecified)	0	0.0	5	3	3	-1	1	3	-0.3
COc1cccc(NC(=O)N2CCC(C(N)=O)(N3CCCCC3)CC2)c1	0	0.1	2	6	6	-8	-2	4	-2.5
O=C1CCC(=O)N1CCSC(=S)N1CCOCC1	2	0.1	0	0	5	14	-3	2	0.4
O=C(/C=C/Sc1ccc(C(F)(F)F)cn1)c1ccccc1	-3	-0.1	5	2	-5	4	-3	-2	-2.5
CCOc1ccc(-n2nc(C(=O)NCCOC)c3ccccc3c2=O)cc1	-5	0.0	-2	3	x	-3	-5	8	-1.4
O=C(CC1CCCC1)NCCc1cn2ccccc2n1	2	0.0	-7	-4	3	10	0	-3	1.9
COc1ccc(-c2coc3cc(OC4OC(CO)C(O)C(O)C4O)cc(O)c3c2=O)cc1 (stereo unspecified)	x	-0.2	x	x	-13	-9	-2	4	0.9

# 2 of these compounds, set out differently.
O=C(CC1CCCC1)NCCc1cn2ccccc2n1
  TPT1 inhibitor = 2
  Efflux pump mplx = 0.0
  core dimer inh = -7
  CTSL1 counter = -4
  GASC-1 inh = 3
  procasp7 counter = 10
  PP1 counter = 0
  proCasp3 act = -3
  PP5 primary = 1.9
COc1ccc(-c2coc3cc(OC4OC(CO)C(O)C(O)C4O)cc(O)c3c2=O)cc1 (stereo unspecified)
  TPT1 inhibitor = x
  Efflux pump mplx = -0.2
  core dimer inh = x
  CTSL1 counter = x
  GASC-1 inh = -13
  procasp7 counter = -9
  PP1 counter = -2
  proCasp3 act = 4
  PP5 primary = 0.9

# Further results follow.
Structure	TPT1 inhibitor	Efflux pump mplx	core dimer inh	CTSL1 counter	GASC-1 inh	procasp7 counter	PP1 counter	proCasp3 act	PP5 primary
Cc1nc(N2CCCCC2)c2sc(=S)n(C)c2n1	-2	-0.1	-3	-1	-3	5	-1	0	0.7
Cc1ccc(C(=O)c2ccccc2C(=O)OCC(=O)NC(=O)NC(C)(C)C)cc1	1	0.1	0	-7	-9	-2	-5	4	0.6
C/C(CC(=O)Nc1ccccc1C#N)=N\NC(=O)c1ccncc1	3	0.1	-4	-1	-15	-3	2	-7	0.9
Cc1ccc(SCC(=O)OC(C)C(=O)NC2CCCCC2C)c(C)c1 (stereo unspecified)	x	0.4	x	x	2	-3	-4	1	1.9
O=C(NCc1ccccc1)c1cc(S(=O)(=O)N2CCC3(CC2)OCCO3)ccc1F	2	0.2	2	-1	-1	2	-2	-6	-3.2
COC(=O)CNc1nc(OC)nc(N(C)C)n1	0	0.0	6	-5	6	7	-1	-1	-0.7
COc1ccc(OC)c(N(CC(=O)NN=C2CCN(C)CC2)S(=O)(=O)c2ccccc2)c1	-2	-0.1	4	-3	5	-7	4	4	1.6
Cc1ccccc1OCC(=O)NNC(=S)NC(=O)c1ccco1	0	0.0	-2	-3	6	-2	17*	-12	0.1
CC(C)OCCCNC(=O)c1cc(S(=O)(=O)N2CCc3ccccc32)cn1C	2	0.0	4	1	13	12	-1	3	-2.4
Cc1cc(C(=O)COC(=O)c2n[nH]c(=O)c3ccccc23)c(C)n1C	x	0.1	x	x	-23	10	-3	-6	-0.8
COc1ccc2[nH]cc(C(=O)CN(C)CCc3ccc(OC)c(OC)c3)c2c1	1	-0.1	0	-1	14	1	-5	-6	-0.6
C=Cn1cc[n+](CC(=O)C(C)(C)C)c1	-2	-0.1	-3	3	-20	-12	2	-2	0.7
CCc1ccc(Nc2ncc3c(n2)CC(c2ccc(OC)cc2)CC3=O)cc1 (stereo unspecified)	-1	0.0	10	4	-12	10	13	-1	0.5
O=C(NC1CCCCCC1)c1ccc(N2CCCC2=O)cc1	-2	-0.1	-1	-2	-5	24	-1	17	0.5
CSc1ccc(CNC(=O)Cn2nc(C)c3c(C)n(-c4ccc(C)cc4)nc3c2=O)cc1	-3	0.1	-8	-4	0	-3	0	-2	1.5
CCOC(=O)C1=C(C)Nc2ccccc2N=C1NC(=O)C(c1ccccc1)c1ccccc1	3	0.0	7	-2	-10	10	0	0	-0.8
Cc1ccc(S(=O)(=O)C2(S(=O)(=O)c3ccc(C)cc3)CCCC2)cc1	-5	0.0	3	-1	-1	-4	-1	0	0.5
Cc1cc(C)c(S(=O)(=O)Nc2nccs2)c(C)c1	0	-0.1	0	-1	-7	0	1	-4	1.5
COc1ccc(C2C(C(=O)NCc3cccnc3)c3ccccc3C(=O)N2C)cc1OC (stereo unspecified)	0	0.3	-3	-1	1	-7	-3	0	0.9
Cn1c(=O)c2c(nc3n2CC(COc2ccc(Cl)cc2)O3)n(C)c1=O (stereo unspecified)	3	0.1	10	-2	1	4	-2	4	0.9
COCCCNC(=O)Cn1c(=O)oc2cc(S(=O)(=O)N3CC(C)CC(C)C3)ccc21 (stereo unspecified)	-4	0.1	1	-2	-12	5	0	0	3.1

# Source: PubChem (several laboratories)
